Screens from PubChem BioAssay.
PKA-R2B act: PKA-R2B complex activation. activation, % at 11.4 µM. AID 504700. 340,000 compounds, 0.079% hits. P22694+P31323. PKA-R2B holoenzyme dissociation, Cy5-IP20 fluorescence polarization; R2B truncated from residue 108, S112A mutant; 0% DMSO only, 100% 113 µM cGMP;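 active = activation above a cutoff set at the mean over all compounds plus 3 SD, cut at about 18% in these data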;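 also: higher means more holoenzyme dissociation and a rise in polarization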
Pemphigus Ab inh: blocks pemphigus antibody binding to human desmoglein-3; binding (percent of control), % at 10 µM; 310,000 compounds, 0.48% hits; DSG3-coupled beads, scFv-anti-DSG3-GFP binding, flow cytometry; active compounds read low; P32926; AID 588358;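 active = binding more than 3 SD below its plate's average and above zero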;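 also: hits lower antibody fragment binding to DSG3; some compounds called inactive have numbers as strong as hits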
V-ATPase pHluor: yeast V-ATPase proton transport regulation by pHLuorin; S. cerevisiae, pHLuorin cytosolic pH fluorescence; response, % at 10 µM; 350,000 compounds, 0.37% hits; AID 504577; in the data active = response mostly above about 7.3%, no sharp cut-off; inactive = mostly below about 5.4%; also: actives read high; inactives centre near 0; some compounds called inactive have numbers as strong as hits; reference of the scale not given here
OPRM1-OPRD1 inv: inverse agonists of human mu-delta opioid receptor heterodimerization; P35372+P41143; 340,000 compounds, 0.21% hits; cell-based MOR-DOR heterodimer luminescence, inverse agonism; inhibition, % at 9.3 µM; AID 504357; in the data active = inhibition above about 22%, passing the limit was not always enough;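 also: 0% = cells with DMSO and 100% = wells without cells with DMSO; values of inactives mirror those of a sister screen read the other way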
MOR-DOR ag: agonists of human mu-delta opioid receptor heterodimerization; P35372+P41143; cells, OPRM1-OPRD1 heterodimerization, luminescence; activation, % at 9.3 µM; 340,000 compounds, 0.3% hits; in the data active = activation above about 18%;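 also: 0% = vehicle-treated cells and 100% = reference agonist; values of inactives mirror those of a sister screen read the other way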
Arr AP2 block: blocks beta-arrestin peptide binding to AP2 adaptin; FITC-arrestin peptide / GST-AP2 beads, flow cytometry; AP2 beta2 appendage carries R879A mutation; inhibition, % at 10 µM; 340,000 compounds, 0.31% hits; AID 504490;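 active = inhibition above a set limit, near 3 SD of compounds lacking own fluorescence, cut at about 54% in these data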;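 also: plate controls were DMSO wells for no effect and 5 µM unlabelled arrestin peptide for full effect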
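system = GST-tagged AP2 beta2-adaptin appendage (R879A) on 4 µm glutathione beads | reagent = FITC-labelled arrestin peptide probe, 50 nM final | schedule = compound with beads 12 min RT, then probe 1 h RT | signal = HyperCyt-sampled flow cytometry, FL1 channel, ex 488/em 535 nm | read-out = percent response from loss of bead-bound FITC fluorescence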
HTR5A ag: HTR5A agonism, opioid heterodimer counter-screen; AID 504692; activation, % at 9.3 µM; HTR5A agonist assay, luminescence, cell-based; P47898; 340,000 compounds, 0.61% hits; in the data active = activation mostly above about 9.5%, no sharp cut-off; inactive = mostly below about 7.6%;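 also: 0% = cells with vehicle only and 100% = reference agonist; strong numbers were not always called active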
Target sequence (P47898 whole entry, looked up): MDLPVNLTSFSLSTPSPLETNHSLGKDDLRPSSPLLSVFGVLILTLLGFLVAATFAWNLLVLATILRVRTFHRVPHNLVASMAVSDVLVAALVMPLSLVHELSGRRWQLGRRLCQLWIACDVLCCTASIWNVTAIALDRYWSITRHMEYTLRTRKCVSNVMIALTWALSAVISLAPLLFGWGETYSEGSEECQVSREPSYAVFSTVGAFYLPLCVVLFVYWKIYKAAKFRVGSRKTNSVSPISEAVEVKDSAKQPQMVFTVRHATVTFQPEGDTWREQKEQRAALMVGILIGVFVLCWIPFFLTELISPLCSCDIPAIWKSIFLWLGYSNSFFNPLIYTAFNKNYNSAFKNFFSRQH
HTR5A inv ctr: inverse agonist of human HTR5A in OPRM1-OPRD1 counter-screen; HTR5A cell line, luminescence, inverse agonism; inhibition, % at 9.3 µM; 340,000 compounds, 0.083% hits; AID 504634; in the data active = inhibition mostly above about 23%, no sharp cut-off; inactive = mostly below about 18%;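 also: 0% = cells with DMSO and 100% = no-cell wells with DMSO; some compounds called inactive have numbers as strong as hits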
DAGLB inh: diacylglycerol lipase beta (human) inhibition; Q8NCG7; HEK293T DAGLB membrane lysate, EnzChek fluorogenic substrate; inhibition, % at 5.17 µM; 340,000 compounds, 0.059% hits; AID 504411; in the data active = inhibition above about 34%;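 also: 0% = enzyme with vehicle and 100% = wells lacking enzyme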
Target sequence (Q8NCG7 whole entry, looked up): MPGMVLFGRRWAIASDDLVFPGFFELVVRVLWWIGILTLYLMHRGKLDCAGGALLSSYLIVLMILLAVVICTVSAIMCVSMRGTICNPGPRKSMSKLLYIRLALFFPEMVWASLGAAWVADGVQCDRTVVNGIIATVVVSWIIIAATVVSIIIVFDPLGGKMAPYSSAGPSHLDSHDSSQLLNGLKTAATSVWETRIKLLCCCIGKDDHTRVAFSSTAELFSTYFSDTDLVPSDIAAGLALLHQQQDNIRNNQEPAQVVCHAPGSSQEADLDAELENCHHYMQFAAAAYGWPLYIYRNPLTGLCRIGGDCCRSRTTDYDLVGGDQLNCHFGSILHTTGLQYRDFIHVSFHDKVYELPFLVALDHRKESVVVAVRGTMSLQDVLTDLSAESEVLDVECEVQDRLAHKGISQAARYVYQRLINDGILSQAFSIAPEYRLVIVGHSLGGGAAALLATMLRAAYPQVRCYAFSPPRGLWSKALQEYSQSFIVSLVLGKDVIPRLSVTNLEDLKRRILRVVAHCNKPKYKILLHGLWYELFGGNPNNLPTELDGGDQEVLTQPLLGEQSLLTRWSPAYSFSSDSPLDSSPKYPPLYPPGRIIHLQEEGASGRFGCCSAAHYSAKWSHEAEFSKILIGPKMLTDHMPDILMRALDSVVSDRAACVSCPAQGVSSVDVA
PKA-R1A act: activates the PKA-R1A holoenzyme complex; P00514+P68181; PKA-R1A dissociation, Cy5-IP20 fluorescence polarization; scaled: DMSO 0%, 113 µM cGMP 100%; activation, % at 11.4 µM; 340,000 compounds, 0.083% hits; AID 504707;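 active = percent activation above the mean of all tested compounds plus 3 SD, cut at about 19% in these data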;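 also: higher means more PKAc released from R1A so a rise in polarization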
* marks the source's active call; other numbers are inactive results; · = no result given. This is a random part of the collection. Share with any hit: about 2.4%.

SMILES	PKA-R2B act	Pemphigus Ab inh	V-ATPase pHluor	OPRM1-OPRD1 inv	MOR-DOR ag	Arr AP2 block	HTR5A ag	HTR5A inv ctr	DAGLB inh	PKA-R1A act
Cn1c(CNC(=O)c2ccc(Cl)cc2)nnc1SCC(=O)NC1CCCC1	3	109	-1	-4	0.5	24	2	-5	1	-12
Nc1nc(SCC(=O)N2CCCC2)[nH]c(=O)c1-c1ccccc1	3	81	-4	11	-2.0	-10	1	-15	0	4
Cc1ccc(NC(=O)c2ccccc2)s1	2	106	-2	21	-4.7	1	1	0	0	-4
Nc1nc2nc[nH]c2c(=O)[nH]1	6	·	2	2	-0.4	-6	-2	8	-1	-10
Cc1nc2nc(SCC(=O)N3CCOCC3)nn2c(C)c1Cc1c(F)cccc1Cl	0	·	-3	11	-1.8	18	2	-5	-7	-3
O=C(Cn1cnc2ccccc2c1=O)NC1CCS(=O)(=O)C1 (configuration not stated)	1	100	-1	6	-0.9	-5	-6	17	-1	8
COc1ccc(N=C2C(=Nc3ccc(OC)cc3)N(c3ccc(N(C)C)cc3)C(=S)N2c2ccc(OC)cc2)cc1	-10	93	0	1	-0.2	20	2	-6	2	5
COc1ccc(-c2nn(-c3ccccc3)cc2N)cc1	-9	98	-1	2	-0.3	-25	-1	2	2	-7
CN1C(=O)/C(=C2\SC(N)=NC2=O)c2ccccc21	1	101	4	-24	4.8	23	2	-14	14	3
Cc1cc(N2CCN(c3ccccc3)CC2)nc2ccccc12	-3	107	-1	2	-0.4	-8	0	0	-8	11
Cc1c(C(=O)O)sc(S(=O)(=O)N2CCN(C(=O)Cc3ccccc3)CC2)c1C(=O)O	-2	92	-3	-15	2.3	-11	-4	9	2	5
CCN(CC(=O)Nc1c(F)cccc1F)C(=O)c1cccc(S(=O)(=O)N2CCCCCC2)c1	4	105	2	2	-0.5	27	2	-5	2	1
NC1=NC(=O)CC(C(=O)NCCc2ccccc2)S1 (configuration not stated)	-5	108	-2	4	-0.7	2	4	12	-3	2
CCOC(=O)CSc1nc2cc(C(F)(F)F)cnc2n1C	4	·	1	12	-2.4	7	7	-6	0	-4
CCS(=O)(=O)Nc1cccc(C2=NN(S(C)(=O)=O)C(c3ccccc3)C2)c1 (configuration not stated)	-6	176	-2	22	-4.7	-2	0	0	1	-9

Among those listed so far, 2 contain a Cl atom.
SMILES	PKA-R2B act	Pemphigus Ab inh	V-ATPase pHluor	OPRM1-OPRD1 inv	MOR-DOR ag	Arr AP2 block	HTR5A ag	HTR5A inv ctr	DAGLB inh	PKA-R1A act
Cn1c(CNC(=O)c2ccc(Cl)cc2)nnc1SCC(=O)NC1CCCC1	3	109	-1	-4	0.5	24	2	-5	1	-12
Cc1nc2nc(SCC(=O)N3CCOCC3)nn2c(C)c1Cc1c(F)cccc1Cl	0	·	-3	11	-1.8	18	2	-5	-7	-3

(further entries)
SMILES	PKA-R2B act	Pemphigus Ab inh	V-ATPase pHluor	OPRM1-OPRD1 inv	MOR-DOR ag	Arr AP2 block	HTR5A ag	HTR5A inv ctr	DAGLB inh	PKA-R1A act
CC(C)C(=O)Nc1nnc(S(=O)(=O)N2CCc3ccccc32)s1	-2	99	-1	0	-0.1	16	8	-21	2	3
COc1ccc(NC(=O)CSc2nc3sc(C)cc3c(=O)n2C)cc1	9	104	8	4	-0.5	-10	3	-15	-1	4
O=C(O)c1cncc(C#Cc2ccccc2)c1	-8	88	1	17	-3.4	-4	3	-10	0	-7
O=C(CCCCC(=O)NNC(=O)COc1ccccc1)NNC(=O)COc1ccccc1	0	93	0	11	-1.9	2	3	-8	-1	-21
O=C(c1ccc2ccccc2c1)N1CCN(S(=O)(=O)/C=C/c2ccccc2)CC1	-11	101	-1	7	-1.4	8	-2	6	-1	-1
C[C@H](CO)N1C[C@H](C)[C@@H](CN(C)Cc2ccc(-c3ccccc3)cc2)Oc2ncc(C#C[C@@H](C)O)cc2C1=O	-3	102	0	·	·	·	·	·	2	-3
Cc1ccc(CNS(=O)(=O)c2ccc(Cl)s2)cc1	-3	99	1	·	·	·	·	·	-1	-4
CC(=O)N(C)c1ccc(NC(=O)N2CCOCC2)cc1	-9	108	0	-3	0.6	15	2	-17	0	4
COCCNS(=O)(=O)c1ccc(-c2ccc(C)cc2)cc1	4	105	-4	-10	1.7	-7	-1	-11	-5	6
CCC(CO)Oc1cc(NCc2ccccn2)c2ncn(C(C)C)c2c1 (configuration not stated)	0	101	0	-1	0.3	-6	-1	-19	3	-7
COCCNC(=O)COC(=O)/C=C/c1cnc2ccccc2n1	-2	101	5	10	-1.9	0	4	-22	-2	-4
CN(CCOC(=O)c1ccccc1)Cc1ccccc1	-4	·	0	-9	1.7	2	-1	-9	-2	2
CCOC(=O)c1c(-c2ccccc2)csc1NC(=O)c1ccc(S(=O)(=O)N2CC(C)OC(C)C2)cc1 (configuration not stated)	3	96	0	3	-0.5	7	0	-23	-1	3
CC(=O)c1ccc(-c2nnc(CCC(=O)N(C)Cc3cccc4cnccc34)o2)s1	-4	96	0	12	-2.3	40	-5	13	0	1
COc1ccccc1C1CC(c2ccc(NS(C)(=O)=O)cc2)=NN1S(=O)(=O)c1ccccc1 (configuration not stated)	-9	110	3	13	-2.6	-3	5	9	-2	1

Part of the list above, as comma-separated lines.
SMILES,PKA-R2B act,Pemphigus Ab inh,V-ATPase pHluor,OPRM1-OPRD1 inv,MOR-DOR ag,Arr AP2 block,HTR5A ag,HTR5A inv ctr,DAGLB inh,PKA-R1A act
CC(C)C(=O)Nc1nnc(S(=O)(=O)N2CCc3ccccc32)s1,-2,99,-1,0,-0.1,16,8,-21,2,3
O=C(CCCCC(=O)NNC(=O)COc1ccccc1)NNC(=O)COc1ccccc1,0,93,0,11,-1.9,2,3,-8,-1,-21
CCC(CO)Oc1cc(NCc2ccccn2)c2ncn(C(C)C)c2c1 (configuration not stated),0,101,0,-1,0.3,-6,-1,-19,3,-7
COc1ccc(-c2nn(-c3ccccc3)cc2N)cc1,-9,98,-1,2,-0.3,-25,-1,2,2,-7

(continued)
SMILES	PKA-R2B act	Pemphigus Ab inh	V-ATPase pHluor	OPRM1-OPRD1 inv	MOR-DOR ag	Arr AP2 block	HTR5A ag	HTR5A inv ctr	DAGLB inh	PKA-R1A act
Cc1ccc(CNC(=O)C2CCC(=O)N(CCc3cccc(F)c3)C2)cc1 (configuration not stated)	-7	105	-2	7	-1.7	5	3	-8	0	-6
CCOC(=O)CSc1nc(-c2ccccc2)cc(C(F)(F)F)n1	-14	110	-2	3	-0.8	-1	5	-5	-8	7
Cc1ccc2[nH]c(=O)c(CN(C(=O)c3cccs3)c3ccccc3)cc2c1	-2	120	-1	-10	1.9	8	0	5	3	1
O=C(NCC1CCCN1S(=O)(=O)c1cccs1)c1cccc([N+](=O)[O-])c1 (configuration not stated)	6	110	-2	-3	0.4	2	10	-29	-2	-1
CN(C)S(=O)(=O)N1CCC(CO)(Cc2cccc(C(F)(F)F)c2)CC1	-3	100	0	12	-2.3	-37	-2	6	-3	10
COc1ccc(N/C(=N\c2nc(C)cc(C)n2)NC(C)=O)cc1OC	-1	101	1	0	0.0	19	0	5	1	-11
O=C1c2ccccc2C(=O)N1CNc1ccccc1	2	91	1	5	-0.8	-3	-4	8	2	2
O=C(NC(n1ccc(=O)[nH]c1=O)C(Cl)(Cl)Cl)C12CC3CC(CC(C3)C1)C2 (configuration not stated)	-3	104	5	0	0.0	0	5	-16	1	1
Cc1cccc2sc(N(CCCN(C)C)C(=O)c3ccc(C(=O)c4ccccc4)cc3)nc12	1	106	-8	-23	4.5	50	0	-28	1	6
CCc1nn(C(C)C(=O)NCCc2ccc(OC)c(OC)c2)c(=O)c2cc3occc3n12 (configuration not stated)	-2	103	4	-12	2.1	-2	-9	23	-1	-9
CCCOc1ccc(C(=O)Nc2ccc(S(=O)(=O)N3C[C@@H]4C[C@@H](C3)c3cccc(=O)n3C4)cc2)cc1	-4	101	1	16	-3.0	13	2	-10	0	-7
CCOc1ccccc1C(=O)Nc1cnn(Cc2ccc(F)cc2)c1	-5	114	-4	8	-1.6	26	1	-27	-4	-6
CCc1ccc(S(=O)(=O)Nc2ccc(-c3ccc4nncn4n3)cc2)s1	0	100	-3	6	-1.0	-7	0	1	1	-1
CC(C)COc1cccc(C(=O)NC(=S)Nc2cccc(NC(=O)c3ccccc3Cl)c2)c1	2	132	2	-1	0.1	-4	-1	-20	-5	1
CC(C)(CO)NC(=O)CCCOc1ccc(Cl)cc1Cl	2	102	0	11	-2.1	-3	4	-13	0	-5
Cc1c(C(=O)NNC(=O)c2cccnc2)cccc1[N+](=O)[O-]	0	100	6	3	-0.8	-6	0	1	-1	-4
COC(=O)CCC(=O)Nc1cccc([N+](=O)[O-])c1	7	96	-3	7	-1.3	16	-2	15	0	7
O=C(NC1(C(F)(F)F)N=C(c2ccccc2)NC1=O)c1ccccc1 (configuration not stated)	-7	101	-4	10	-2.0	41	2	-5	0	2
CCOc1ccc(Oc2ccccc2NC(=O)CN2C(=O)NC3(CCCC3)C2=O)cc1	-11	98	15	7	-1.4	46	6	-15	2	-5
C/C(CCc1ccccc1)=N\NC(=O)c1ccc(CN2CCOCC2)cc1	-6	106	-1	12	-2.5	-15	2	-1	1	-10
CC(C)(C)OC(=O)N1CCC(CC2CC(c3ccncc3)=NO2)(C(=O)O)CC1 (configuration not stated)	0	100	0	7	-1.5	2	5	-2	2	-3
O=C(c1ccccc1Cl)N1N=C(c2ccc(Br)cc2)CC1c1nc2ccccc2[nH]1 (configuration not stated)	10	106	2	-44	8.4	3	3	-34	0	2
CCn1c(=N)c(S(=O)(=O)c2ccccc2)cc2c(=O)n3ccccc3nc21	4	·	2	14	-3.2	10	3	3	-2	7
